KCNH2 3.1 inh: blocks the human KCNH2 3.1 channel isoform; U2OS KCNH2 3.1, thallium flux FluxOr; active compounds read low; activity change, % (tested at about 1.8 µM); 340,000 compounds, 0.95% hits; AID 720553;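 active = maximum activity change below -70%; inconclusive = maximum activity change from -70% to -50%; inactive = maximum activity change above -50%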;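 note: thallium influx rate constant from kinetic fluorescence after stimulation buffer; % is set by controls: 0 for no effect and ±100 for the full control effect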
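Channel expression came from 3.1 mutant virus (1.77 x 10^8 /mL) applied to suspended U2OS cells for 4 h. Flux was tracked with FluxOr dye plus Red40 quencher, and kinetic rate constants normalized to controls.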
B2AR arrestin: recruits beta-arrestin to the human beta2-adrenergic receptor | beta-arrestin recruitment to beta2AR, cell-based reporter | 330,000 compounds, 0.02% hits | Potency, µM (top dose mostly 46.1 µM), without a hit: at the top dose activation, most hits filed as activators | AID 492947;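 note: potency is the fitted concentration of half-maximal effect; 0% = DMSO controls and full agonism = EC100 isoproterenol or metaproterenol; nearly all actives have a fitted effect of over 65% in size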
Target sequence (P07550 whole entry, looked up): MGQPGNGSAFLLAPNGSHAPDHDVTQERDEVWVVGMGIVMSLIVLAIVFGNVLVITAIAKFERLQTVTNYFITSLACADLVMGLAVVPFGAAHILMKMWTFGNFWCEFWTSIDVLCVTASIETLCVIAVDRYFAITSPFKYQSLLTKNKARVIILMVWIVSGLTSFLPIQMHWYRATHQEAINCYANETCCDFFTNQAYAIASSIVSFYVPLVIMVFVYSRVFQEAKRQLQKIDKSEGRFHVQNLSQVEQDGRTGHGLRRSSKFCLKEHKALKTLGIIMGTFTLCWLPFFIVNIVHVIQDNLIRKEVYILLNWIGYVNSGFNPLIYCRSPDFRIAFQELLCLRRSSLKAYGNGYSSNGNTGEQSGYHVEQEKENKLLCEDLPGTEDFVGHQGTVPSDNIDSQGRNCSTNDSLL
MLL CXXC-DNA inh: MLL CXXC-DNA interaction inhibition; Potency, µM (highest dose often 115 µM), without a hit: at the highest dose activity change, negative = inhibition, most hits filed as inhibitors; MLL-CXXC / FITC-HOXA9 DNA fluorescence polarization; 290,000 compounds, 0.037% hits; Q03164; active = well fitted inhibition curve with a large enough effect in the polarisation, with a control signal flat, not every such curve was filed as active; inconclusive = small, poorly fitted or top-dose-only effect, or effect the other way, or a change in a side signal; inactive = no such curve, though single readings can be large or run the other way; the % refers to the polarisation; note: potency is the fitted concentration of half-maximal effect
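Fluorescence polarization: 7 uM MLL-CXXC (stock) preincubated 5 min with compounds, then 50 nM fluorescein-HOX-A9 DNA (stock) added; 30 min ambient. Buffer 50 mM Tris-HCl pH 7.5, 50 mM NaCl, 1 mM DTT, 0.05% BSA.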
KCNH2 WT inh: inhibitors of human wildtype KCNH2 potassium channel; Q12809; U2OS, BacMam KCNH2, thallium flux FluxOr; active compounds read low; activity change, % at 1.84 µM; 340,000 compounds, 0.37% hits; AID 720551;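 active = maximum activity change below -70%; inconclusive = maximum activity change between -70% and -50%; inactive = maximum activity change above -50%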; note: % is set by controls: 0 for no effect and ±100 for the full control effect
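U2OS cells transduced with wild-type KCNH2 virus are loaded with FluxOr dye for 45 min, and thallium flux is measured in kinetic reads before and after stimulation buffer. Rate constants are normalized to DMSO controls.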
Giardia kill: kills Giardia lamblia | Giardia lamblia trophozoite viability | activity change, % at 7.66 µM, hits read low | 340,000 compounds, 0.15% hits; in the data active = activity change below about -80%; inconclusive = between about -30% and that limit;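 note: parasites exposed to compound for two days anaerobically before the ATP read; % is set by controls: 0 for no effect and ±100 for the full control effect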
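Trophozoites 100 cells/well + cpd; 48 hrs, 37 deg C, anaerobic. ATPLite 1-Step added, 15-30 min RT, luminescence read (ATP-based viability).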
Menin MLL FP TR: menin-MLL binding inhibition, Texas Red mutant peptide; Potency, µM (top dose mostly 61.6 µM), for inactives: at the highest dose FP activity change, negative = inhibition, most hits filed as inhibitors; Menin + Texas Red MLL mutant peptide, fluorescence polarization; 270,000 compounds, 0.23% hits; AID 1768; O00255; active = well fitted inhibition curve with a large enough effect in the polarisation, with a control signal flat, not every such curve was filed as active; inconclusive = small, poorly fitted or top-dose-only effect, or effect the other way, or a change in a side signal; inactive = no such curve, though single readings can be large or run the other way; the % refers to the polarisation; note: potency is the fitted concentration of half-maximal effect; % of control where 0% means no effect; many of its hits are not listed in these tables
Coupling enz: coupling enzyme interference in Giardia aldolase counter-screen | coupling enzyme system counterscreen, AmpLite Red fluorescence | activity change, negative = inhibition, % at 58.2 µM, hits read low | 290,000 compounds, 0.67% hits | AID 2472; in the data active = activity change below about -30%; note: % is set by controls: 0 for no effect and ±100 for the full control effect
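Coupling enzymes only (glyceraldehyde-3-phosphate) + compound, at 57.5 uM final, 10 min RT; add substrate/coupling/AmpLite Red mix, 20 min RT; fluorescence ex 525/em 598 nm. Actives flag coupling-system interference.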
TRPV1 ag: activates the human vanilloid receptor TRPV1 | Q8NER1 | TRPV1-expressing cells, Fluo-8 calcium influx, agonist mode | activation, % at 8.33 µM | 320,000 compounds, 0.19% hits; in the data active = activation above about 80%; inconclusive = between about 30% and that limit; note: 0% is about no effect
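Cells expressing TRPV1 were dye-loaded with Fluo-8 and read kinetically: 10 s baseline, 3 min after compound (agonist portion), then 2 min after EC20 capsaicin (allosteric enhancer portion). Calcium-bound dye fluorescence at 480/520 nm.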
PKM2 activator: PKM2 (human) enzyme activation; P14618; purified PKM2, Kinase-Glo ATP luminescence, activation; response scale: 0% is enzyme alone, no compound; Potency, µM (top dose mostly 57.5 µM), without a hit: at the highest dose activation, hits mostly activators; 260,000 compounds, 0.34% hits; note: potency is the fitted concentration of half-maximal effect; % is set by controls: 0 for no effect and ±100 for the full control effect; nearly all actives have a fitted effect of over 55% in size
Target sequence (P14618 whole entry, looked up): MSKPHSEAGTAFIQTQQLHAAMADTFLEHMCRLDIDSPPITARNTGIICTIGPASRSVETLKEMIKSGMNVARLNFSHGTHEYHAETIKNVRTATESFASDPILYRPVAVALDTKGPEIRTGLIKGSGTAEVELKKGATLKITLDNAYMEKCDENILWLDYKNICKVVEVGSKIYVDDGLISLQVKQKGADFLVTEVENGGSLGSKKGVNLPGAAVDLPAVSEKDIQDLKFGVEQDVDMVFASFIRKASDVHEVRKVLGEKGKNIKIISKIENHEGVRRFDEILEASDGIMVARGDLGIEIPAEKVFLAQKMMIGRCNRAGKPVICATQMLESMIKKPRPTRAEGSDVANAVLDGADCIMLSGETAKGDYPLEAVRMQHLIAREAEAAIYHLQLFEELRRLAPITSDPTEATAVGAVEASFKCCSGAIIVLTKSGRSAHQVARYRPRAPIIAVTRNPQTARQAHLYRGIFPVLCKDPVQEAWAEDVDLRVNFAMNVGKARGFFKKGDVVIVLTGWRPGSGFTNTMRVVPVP
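hPK-M2, >95% pure; 0.1 mM ADP / 0.5 mM PEP final; imidazole pH7.2 buffer w/ 7 mM MgCl2, 50 mM KCl; 1 h RT; Kinase-Glo lum. Intermediate enzyme activity for dual inhibitor/activator qHTS.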
USP2a inh: blocks human ubiquitin-specific protease USP2a; 330,000 compounds, 0.01% hits; O75604; USP2 core, Ub-CHOP2 coupled fluorogenic reporter, 485/531; Potency, µM (series often up to 38.3 µM), inactives show at the highest dose activity change, negative = inhibition, usual class: inhibitors;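 note: potency is the fitted concentration of half-maximal effect; plate controls were DMSO wells for no effect and full inhibition by NEM control for full effect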
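Cell-free coupled assay: 10nM USP2 core preincubated 30min RT with compound in Tris-HCl pH 8.0/CaCl2/CHAPS buffer, then 25nM Ub-CHOP2 and 25nM reporter substrate; fluorescence (Ex 485/Em 531) read after 60min RT, normalized to NEM inhibition, concentration-response curves fitted.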
GALK inh: galactokinase (human) inhibition | P51570 | Purified GALK, Kinase-Glo residual ATP luminescence | Potency, µM (highest dose often 57.5 µM), for the others: at the top dose activity change, negative = inhibition, actives largely listed as inhibitors | 270,000 compounds, 0.007% hits | AID 1868; note: potency is the fitted concentration of half-maximal effect; % is set by controls: 0 for no effect and ±100 for the full control effect
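Galactose (100 uM) and ATP (35 uM) were turned over by 5 nM GALK for 1 h at RT. Kinase-Glo Plus then converted the remaining ATP into a luminescent signal.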
Starred values were filed as active, the others as inactive; ? = inconclusive; · = not tested or not shown; [ ] = remark or other dose. Unless noted, calls come from the whole dose curve; as a rule, active = well fitted curve in the direction sought with a large enough effect; inconclusive = small, poorly fitted or top-dose-only effect, or another doubt; inactive = no such curve, though single readings can be large; an effect the other way counts as inactive or inconclusive. The list is partial; count on the stated rates, not on these rows.

smiles	KCNH2 3.1 inh	B2AR arrestin	MLL CXXC-DNA inh	KCNH2 WT inh	Giardia kill	Menin MLL FP TR	Coupling enz	TRPV1 ag	PKM2 activator	USP2a inh	GALK inh
CCN(C(=O)c1ccc(C(C)(C)C)cc1)c1nnc(Cn2nnc3ccccc32)s1	-14	-0.6%	10%	1	-13	-15%	-2	18	0%	-1%	3%
O=c1nc2ccccc2c2n1CC(CN1CCN(c3ccccc3F)CC1)N2 (stereo not given)	-8	-0.5%	1%	4	15	5%	0	1	-2%	2%	-1%
O=C(O)c1ccc(/C=C2\SC(=Nc3ccccc3)N(c3ccccc3)C2=O)cc1	5	0.1%	6%	24	-18	37%[activator]	21	22	7%	-4%	-1%
COc1ccc(S(=O)(=O)N2CCC(n3cnc4ccccc43)CC2)cc1	0	-0.3%	2%	10	2	-5%	4	-1	16µM*	1%	16%
O=C(NCC1CCCO1)c1ccc(Cl)c(S(=O)(=O)Nc2ccccc2)c1 (stereo not given)	·	-0.2%	-6%	-4	37[activator]	·	·	-5	2%	1%	5%
COc1ccc(C(CC(=O)Nc2ccc(Cl)cc2F)NC(=O)C(F)(F)F)cc1 (stereo not given)	-4	0.1%	0%	-4	7	?	0	-14	-7%	-1%	-1%
COc1ccc(N2C(S)=C(C#N)C(=O)NC2c2ccco2)cc1 (stereo not given)	-9	-1.0%	-1%	-9	48[activator]	1%	2	1	2%	-1%	·
O=C(Nc1ccc2oc(-c3ccc(Cl)c(Cl)c3)nc2c1)c1ncn[nH]1	-13	-0.8%	23%	-17	1	-15%	2	-3	7%	1%	3%
O=C(Nc1ccc(NC(=O)c2ccccc2Cl)cc1)c1cccnc1	1	-0.3%	13%	-4	8	0%	-2	-1	-1%	1%	-2%
CC(=O)Nc1ccc(NC(=O)c2ccc(-c3ccccc3Cl)o2)cc1	-6	0.0%	·	-6	4	·	·	8	·	-1%	·
O=S1(=O)CCN(C(CCO)c2cccc(C(F)(F)F)c2)CC1 (stereo not given)	8	0.0%	0%	-8	11	-5%	4	0	29%	0%	-1%
O=C(O)CCCCc1nc2ccccc2s1	1	-0.1%	5%	4	-15	·	13	-11	-3%	-3%	-3%
Cc1ccc(C(=O)C(C)Oc2cccc(NC(=O)c3ccco3)c2)cc1 (stereo not given)	-4	0.0%	5%	-2	-6	27%	-2	?	-17%	2%	-2%
C[C@@H]1ON(C2CCCCC2)[C@H]2c3nc4ccccc4n3C[C@@H]12	18	-0.1%	1%	1	-19	3%	-1	3	-2%	2%	·
CCC1(CC)Cc2ccccc2-c2nc(CN(C)C)[nH]c(=O)c21	11	-0.2%	0%	8	4	?	-1	?	·	1%	·
O=C(CS(=O)(=O)c1ccccc1)N1CCCCC1	-3	3.0%	0%	10	7	6%	2	-2	-15%	2%	-3%
O=C1CCC(C(=O)N2CCCCCC2)CN1CCc1ccc(Cl)cc1 (stereo not given)	3	-0.8%	5%	-6	16	-16%	3	1	-6%	3%	7%
C=CCN(C(=O)CNC(=O)c1cccs1)C(C(=O)NC(C)(C)C)c1ccccc1 (stereo not given)	3	0.3%	4%	2	-2	-1%	2	21	-26%	0%	-1%
c1cc(CNCCCN2CCOCC2)ccn1	6	5.0%	4%	3	15	12%	0	1	-2%	3%	-4%
CC1CCC(NS(=O)(=O)c2cccc3nsnc23)CC1 (stereo not given)	4	0.0%	-9%	-2	-6	0%	4	1	6%	-2%	0%

Laid out differently: 10 of the compounds above
Results follow in this order: KCNH2 3.1 inh, B2AR arrestin, MLL CXXC-DNA inh, KCNH2 WT inh, Giardia kill, Menin MLL FP TR, Coupling enz, TRPV1 ag, PKM2 activator, USP2a inh, GALK inh
> O=S1(=O)CCN(C(CCO)c2cccc(C(F)(F)F)c2)CC1 (stereo not given)
    8, 0.0%, 0%, -8, 11, -5%, 4, 0, 29%, 0%, -1%
> O=C(O)CCCCc1nc2ccccc2s1
    1, -0.1%, 5%, 4, -15, ·, 13, -11, -3%, -3%, -3%
> Cc1ccc(C(=O)C(C)Oc2cccc(NC(=O)c3ccco3)c2)cc1 (stereo not given)
    -4, 0.0%, 5%, -2, -6, 27%, -2, ?, -17%, 2%, -2%
> C[C@@H]1ON(C2CCCCC2)[C@H]2c3nc4ccccc4n3C[C@@H]12
    18, -0.1%, 1%, 1, -19, 3%, -1, 3, -2%, 2%, ·
> CCC1(CC)Cc2ccccc2-c2nc(CN(C)C)[nH]c(=O)c21
    11, -0.2%, 0%, 8, 4, ?, -1, ?, ·, 1%, ·
> O=C(CS(=O)(=O)c1ccccc1)N1CCCCC1
    -3, 3.0%, 0%, 10, 7, 6%, 2, -2, -15%, 2%, -3%
> O=C1CCC(C(=O)N2CCCCCC2)CN1CCc1ccc(Cl)cc1 (stereo not given)
    3, -0.8%, 5%, -6, 16, -16%, 3, 1, -6%, 3%, 7%
> C=CCN(C(=O)CNC(=O)c1cccs1)C(C(=O)NC(C)(C)C)c1ccccc1 (stereo not given)
    3, 0.3%, 4%, 2, -2, -1%, 2, 21, -26%, 0%, -1%
> c1cc(CNCCCN2CCOCC2)ccn1
    6, 5.0%, 4%, 3, 15, 12%, 0, 1, -2%, 3%, -4%
> CC1CCC(NS(=O)(=O)c2cccc3nsnc23)CC1 (stereo not given)
    4, 0.0%, -9%, -2, -6, 0%, 4, 1, 6%, -2%, 0%

The listing continues.
smiles	KCNH2 3.1 inh	B2AR arrestin	MLL CXXC-DNA inh	KCNH2 WT inh	Giardia kill	Menin MLL FP TR	Coupling enz	TRPV1 ag	PKM2 activator	USP2a inh	GALK inh
O=C(NC1CCCCC1)c1ccc(Cn2cc(Cl)cn2)cc1	-11	0.1%	2%	0	-8	-13%	1	24	3%	2%	-3%
Cc1nc(-c2cccc(Br)c2)ccc1C(=O)O	-5	0.0%	10%	-8	-21	-5%	7	-5	-7%	0%	11%
Cc1ccc(NC(=O)CN2CCN(Cc3ccccc3)CC2)cc1F	-42	-0.5%	4%	5	-10	-7%	2	2	-2%	3%	1%
Cc1cc(C)c(C)c(OCCCCN2CCCCC2)c1	-7	-0.8%	7%	32	20	-1%	-7	4	-2%[11.5 µM]	-1%	8%
O=C1CCCC2=C1C(c1ccc3c(c1)OCO3)c1c([nH]n(-c3ccccc3)c1=O)N2 (stereo not given)	7	?	-9%	23	11	12%	-3	3	4%	1%	-3%
O=C(NCCc1ccccc1)c1ccc(=O)oc1	-40	-1.8%	-1%	-17	-16	15%	3	-1	0%	1%	-2%
COc1ccc(C(=O)Cc2cnn(-c3ccccc3)c2)c(O)c1	-7	-0.2%	12%	-8	1	-11%	3	28	2%	0%	2%
COc1cc(/C=N/NC(=O)c2ccc(COc3cc(C)ccc3C(C)C)cc2)cc(OC)c1O	-16	-1.6%	-2%	-3	-4	?	1	?	-7%	1%	0%
O=C(COC(=O)c1ccc([N+](=O)[O-])cc1Cl)NCc1ccco1	4	-0.1%	·	-1	4	·	·	5	·	2%	·
O=C(CSc1nnnn1-c1cccnc1)Nc1cccc(Cl)c1	12	3.0%	1%	1	12	18%	5	-1	6%	-1%	-2%
COC(=O)c1ccc(N2CCS(=O)(=O)CC2)cc1	-6	-0.2%	0%	-3	11	1%	0	-1	-2%	-1%	-1%
COc1ccc(CCC(=O)NCCS(=O)(=O)N2CCN(c3ccc(F)cc3)CC2)cc1	-17	0.1%	·	4	10	·	·	-1	·	3%	·
CC1CC(=O)c2cnc(Nc3cccc(C(F)(F)F)c3)nc2C1 (stereo not given)	11	-0.4%	10%	21	-1	-10%	1	-8	7%	3%	-1%
COc1ccc(C(=O)NNC2=CC(=O)CC(C)(C)C2)cc1	-16	-1.3%	7%	4	10	-8%	-4	-1	11%	4%	2%
COc1cccc2sc(=NC(=O)CS(=O)(=O)c3ccc(Cl)cc3)n(C)c12	-2	0.1%	·	4	4	·	·	-2	·	0%	·
CCOC(=O)c1ccccc1N1C(=O)CSC1=S	-18	0.1%	-5%	3	0	21%	-1	-1	10%	3%	0%
